# From PubChem
# HttQ103 aggreg = reduces HttQ103-GFP aggregates in PC12 cells; PC12 HttQ103-GFP aggregates, Acumen cytometry, 40 h; Potency, µM (titrated, usually from 46.1 µM), for inactives: top-dose activity change, negative = inhibition, hits mostly inhibitors; actives 1.1% (n = 220,000); further: potency means the concentration at half of the fitted maximal effect; on the % scale 0 is the no-effect control and ±100 the full control effect; nearly all actives have a fitted effect of over 60% in size
#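 Using laser scanning cytometry, GFP-positive aggregates were counted after lysis of PC12 cells induced with 100 nM tebufenozide to express HTT exon 1 Q103–GFP. Compounds were tested in titration.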
# IMPase Li cell = membrane-permeable IMPase blocker, potentiated with lithium; actives 0.35% (n = 210,000); Potency, µM (top dose mostly 59.4 µM), without a hit: top-dose activity, negative = IMPase inhibition, most hits filed as inhibitors; CHO-M1 cells, IP1 TR-FRET (IP-One), carbachol + lithium; AID 1457;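 further: IP1 builds up when IMPase is blocked and the TR-FRET signal falls; potency means the concentration at half of the fitted maximal effect; plate controls were basal vehicle for no effect and high inhibitor control for full effect; nearly all actives have a fitted effect of over 50% in size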
#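 CHO-M1, 2000 cells/well, 16–30 h culture; cpd + low Li+, 30 min 37C; lysis with d2-IP1/Eu-anti-IP1 Ab, 10 min RT; TR-FRET 665/620 ratio and 620 channel; AC50 via Hill.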
# CBFb-RUNX1 inh = CBF-beta/RUNX1 interaction disruption; Q01196+Q13951; AlphaScreen CBFb-His/RUNX1-biotin binding, biochemical; Potency, µM (series often up to 59.8 µM), for the others: top-dose activity, negative = inhibition, most hits filed as inhibitors; 230,000 tested, under 10 active; AID 1477; further: % of control where 0% means no effect
# Target sequence (Q01196 whole entry, looked up): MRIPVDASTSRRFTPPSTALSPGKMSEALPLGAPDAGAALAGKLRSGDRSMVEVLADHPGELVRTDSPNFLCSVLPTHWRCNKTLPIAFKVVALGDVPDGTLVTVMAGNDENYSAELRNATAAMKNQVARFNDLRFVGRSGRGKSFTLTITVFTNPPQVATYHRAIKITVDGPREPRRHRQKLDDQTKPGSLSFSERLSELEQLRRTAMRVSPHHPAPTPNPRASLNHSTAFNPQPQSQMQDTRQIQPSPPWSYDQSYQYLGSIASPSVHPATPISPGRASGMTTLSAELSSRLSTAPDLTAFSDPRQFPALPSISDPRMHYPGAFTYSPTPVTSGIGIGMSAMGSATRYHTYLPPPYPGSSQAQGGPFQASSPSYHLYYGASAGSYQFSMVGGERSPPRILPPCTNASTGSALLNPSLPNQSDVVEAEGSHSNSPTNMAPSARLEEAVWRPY
# Target sequence (Q13951 whole entry, looked up): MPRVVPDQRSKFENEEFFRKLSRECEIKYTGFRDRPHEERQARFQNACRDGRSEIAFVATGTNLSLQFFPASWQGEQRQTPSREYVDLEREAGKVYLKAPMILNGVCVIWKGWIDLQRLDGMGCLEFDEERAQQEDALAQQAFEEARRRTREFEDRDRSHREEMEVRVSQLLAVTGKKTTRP
#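 AlphaScreen binding: CBFb-His and RUNX1-biotin (30 nM each) preincubated 20 min, compound added for 15 min, then nickel and streptavidin beads for 90 min, all at room temperature. Disruption of the interaction by any mechanism counts as activity.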
# HTT ATP protect = cytoprotection in Huntington HTT-Q103 PC12 cell model; actives 0.14% (n = 230,000); PC12 HTT-Q103 induced, cytoprotection, ATP luminescence, 40 h; Potency, µM (doses to about 56.4 µM), inactives show cytoprotection (ATP increase), actives largely listed as activators; AID 1471;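 further: potency means the concentration at half of the fitted maximal effect; % of control where 0% means no effect; nearly all actives have a fitted effect of over 45% in size; toxic huntingtin expression switched on by the ecdysone agonist tebufenozide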
#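 ATP quantification (ATPlite) reports survival of PC12 cells in which tebufenozide, 100 nM final, switches on Htt exon 1 with 103 glutamines linked to GFP; compounds are titrated.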
# SMN2 splice up = SMN2 splice variant enhancement; HEK293 SMN2-luciferase splicing reporter, luminescence, 30-36 h; Potency, µM (top dose mostly 46.1 µM), inactives show at the highest dose activity change, positive = activation, hits mostly activators; actives 2.8% (n = 210,000); AID 1458; further: potency means the concentration at half of the fitted maximal effect; % of control where 0% means no effect; nearly all actives have a fitted effect of over 55% in size
#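 HEK293 cells carry an SMN2 […]–luciferase reporter in which exon 7 inclusion puts luciferase in frame. Cells were plated 10-12 h before compound addition, then incubated 30-36 h at 37C. ONE-Glo luminescence was read; sodium butyrate at 4.5 mM final served as control.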
# Luc counter = Kinase-Glo luciferase inhibition (counter-screen); actives 0.28% (n = 200,000); Kinase-Glo luciferase, ATP luminescence, 8 min; Potency, µM (highest dose often 38.3 µM), for the others: at the top dose activity change, negative = inhibition, most hits filed as inhibitors; Q27757; further: potency means the concentration at half of the fitted maximal effect; on the % scale 0 is the no-effect control and ±100 the full control effect; nearly all actives have a fitted effect of over 60% in size
#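 Compound is pinned into ATP-containing buffer (10 uM ATP, imidazole pH 7.2, 7 mM MgCl2). Kinase-Glo luciferase reagent is then added. Light output is recorded following an 8-min room-temperature incubation.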
# LMNA splice mod = changes lamin A minigene splicing in HeLa cells. AID 1487. actives 0.01% (n = 200,000). HeLa LMNA splicing GFP/RFP minigene ratio, 48 h. Potency, µM (titrated, usually from 46.1 µM), for the others: at the top dose ratio change, negative = inhibition, hits mostly inhibitors; active means well fitted inhibition curve with a large enough effect in the signal ratio, with a control signal flat, not every such curve was filed as active; inconclusive means small, poorly fitted or top-dose-only effect, or effect the other way, or a change in a side signal; the % refers to the signal ratio; further: potency means the concentration at half of the fitted maximal effect; on the % scale 0 is the no-effect control and ±100 the full control effect
#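 Read-out is the ratio of GFP to DsRed2 object intensity, acquired by 488 nm laser-scanning cytometry on HeLa lamin A-EGFP minigene reporter cells. Compound incubation 48 hrs at 37 °C in Opti-MEM with 2% FBS; DMSO 0.5% final.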
# * = called active by the depositor; ? = inconclusive; . = not tested or not shown; & = joins results of further samples; [ ] = dose if it differs, or a comment. Unless noted, the call rests on the fitted dose curve; in most records, active means well fitted curve in the direction sought with a large enough effect; inconclusive means small, poorly fitted or top-dose-only effect, or another doubt; inactive means no such curve, though single readings can be large; an effect the other way counts as inactive or inconclusive.
structure	HttQ103 aggreg	CBFb-RUNX1 inh	LMNA splice mod	SMN2 splice up	IMPase Li cell	HTT ATP protect	Luc counter
COC(=O)[C@@]1(Cc2ccc(OC)cc2)[C@H]2c3cc(C(=O)N4CCCC4)n(Cc4ccc(C(F)(F)F)nc4)c3C[C@H]2CN1C(=O)c1ccccc1	.	12%	.	-28%	11%	-82%[inhibitor]	-3%
CCOC(=O)CNC(=O)CSc1nnc(SCC(=O)NCC(=O)OCC)s1	9%	1%	4%	-32%	-4%[38.3 µM]	-12%	-5%
COc1ccccc1-c1ccc(SCC(=O)N2CCOCC2)nn1	17%	0%	27%[46 µM]	1%	-8%	-29%	-2%
CC(C)(C)c1ccc(C(=O)NCCn2c(N)c(C#N)c3nc4ccccc4nc32)cc1	8%	17%	?	-15%	-11%	.	4%
COc1ccc(-n2c(=O)c(-c3cc(F)cc(F)c3)nc3cnc(N4CCOCC4)nc32)cc1	.	.	6%	.	0%	5%	.
O=S(=O)(c1cccc(F)c1)N1CCN(Cc2ccc3c(c2)OCO3)CC1	2%[9.22 µM]	-4%	6%	8%	-1%[38.3 µM]	20%	-1%
CCn1ncc(C(=O)Nc2cccc(Cl)c2)c1C	-16%	4%	0%	13µM*	-8%	.	-2%
O=C(CSc1ccccn1)c1ccc(F)cc1	9%	-5%	10%	23%	-10%[38.3 µM]	-6%	-17%
O=C(Nc1cccnc1)C12CC3CC(CC(C3)C1)C2	-5%[9.22 µM]	-1%	3%[46 µM]	.	9%	-15%[10 µM]	-1%
CO/N=C/C(=N\Nc1ccccc1)C(=O)c1ccccc1	-18%	1%	.	21%	20%	-20%	-2%
O=C(Nc1ccccc1)N1CCCC1	-16%	-3%	-1%	-1%	12%[38.3 µM]	19%[10 µM]	-5%
CC(=O)N1CCc2cc(S(=O)(=O)CCC(=O)Nc3c(C)n(C)n(-c4ccccc4)c3=O)ccc21	-15%	2%	0%	6%	3%[38.3 µM]	21%	-1%
O=C(NNC(=O)C1CCN(c2ncccn2)CC1)c1ccc(Cl)cc1	2%[9.22 µM]	1%	.	.	-9%	-3%[10 µM]	-3%
O=c1[nH]c2ccccc2c(=O)n1Cc1ccccc1	19%	3%	-3%	?	28%[38.3 µM]	3%	15%
COc1ccc(Oc2ncc3nc(C)c(=O)n(C[C@H]4CCCO4)c3n2)cc1	.	.	0%	.	1%	-9%	.
Cc1ccc(C)c(Cn2nnc3c(=O)[nH]c(C4CCCN(C(=O)CC(C)C)C4)nc32)c1 (stereo not given)	-18%	4%	7%	.	23%[38.3 µM]	-1%	-1%
CCCCC(=O)Nc1ccc(NC(=O)c2ccccc2[N+](=O)[O-])cc1OC	6%	-3%	9%	-9%	-4%	-12%[10 µM]	-2%
O=C(/C=C/c1ccccc1)NCCC1=CCCCC1	-19%	7%	?	11µM*	-2%	10%[10 µM]	0%
COC(=O)c1sc(NC(=O)c2ccco2)c(C#N)c1C	13%[9.22 µM]	7%	.	.	.	0%[10 µM]	.
COc1ccccc1C(=O)Oc1ccc(C(C)(C)C)cc1	-13%	18%	-3%	-30%	59%[activator][38.3 µM]	-2%	-3%
Cc1cc(C)c2nc(Cl)c(CN(Cc3ccco3)C(=O)Nc3ccccc3C)cc2c1	-8%	11%	?	-24%	7%	-74%[inhibitor][10 µM]	11%
Cn1nc(C(=O)NCc2ccccn2)c2ccccc2c1=O	-5%	3%	9%	-3%	-14%[38.3 µM]	-4%	-3%
Nc1n[nH]c(=S)n1/N=C1/C(=O)Nc2ccccc21	19%	-2%	.	6%	30%	.	-1%
CCN(CC)C(=O)c1ccc2c(c1[N+](=O)[O-])C(=O)c1ccccc1C2=O	15%	-2%	-4%	13µM*	-2%	-14%[10 µM]	2%
COc1ccc(-c2nc3ccccc3n2Cc2ccccc2)cc1	?	0%	0%	-30%&-53%	12%[38.3 µM]	-24%[10 µM]	7%
CC1CCc2c(sc3nc(SCC(=O)O)n(-c4ccccc4)c(=O)c23)C1 (stereo not given)	14%[9.22 µM]	4%	.	.	.	-1%[10 µM]	.
COc1ccc(OC)c(-c2cc(C(=O)Nc3c(C)nn(Cc4ccccc4Cl)c3C)no2)c1	11%	-7%	3%	-25%	0%[38.3 µM]	-65%[inhibitor]	2%
CCCCN(CC)S(=O)(=O)c1ccc(C(=O)N(CCCN(C)C)c2nc3cc(C)cc(C)c3s2)cc1	?	-6%	.	-102%[inhibitor]	15%	.	-1%
CCC(CC)C(=O)NCCCN1CCOCC1	11%	9%	-3%	2%	-6%	-13%[10 µM]	-1%
COc1ccccc1C(=O)N/N=C(\C)c1ccc(NC(=O)C2CC2)cc1	?	7%	-2%	-6%	2%	7%[10 µM]	-3%
CC(C)[C@H](NC(=O)NC1CCN(Cc2ccccc2)CC1)C(=O)O	-15%[9.22 µM]	9%	.	.	.	12%[10 µM]	.
Cc1ccc(-n2c(CNc3cccc(Cl)c3)n[nH]c2=S)cc1	10%	1%	.	-6%	7%	17%[10 µM]	0%
Cc1nn(C)cc1CNCc1c(C(=O)N2CCCCC2)nc2c(C)cccn12	-9%[9.22 µM]	1%	3%[46 µM]	-3%	5%	1%[10 µM]	1%
O=C(OCc1ccccc1)c1cccc(-c2nnc(-c3ccccc3)o2)c1	-2%	5%	9%[0.0737 µM]	?	0%[38.3 µM]	-15%	-4%
OC(COc1ccc(Cl)cc1)CN1CCN(c2cccc(Cl)c2)CC1 (stereo not given)	-19%[9.22 µM]	12%	.	.	.	4%[10 µM]	.
Cc1cc(-c2nnc(SCC(=O)NC3CCCC3)o2)no1	14%	-1%	13%	-18%	-10%[38.3 µM]	-12%	9%
COc1cccc(NC(=O)COc2c(F)c(F)c(C(F)(F)F)c(F)c2F)c1	32%	4%	1%	-6%	-4%	19%[10 µM]	-2%
Cc1ccc(Cl)c(OC(=O)c2ccc(N3CCOCC3)c([N+](=O)[O-])c2)c1	-18%	-29%	-9%	9%	6%	15%[10 µM]	2%
COCCn1c(-c2ccc(-c3ccc([N+](=O)[O-])cc3Br)o2)nc2c1c(=O)[nH]c(=O)n2CC(C)C	6%	-16%	-16%[46 µM]	-12%	6%	8%[10 µM]	-1%
CC1C2C(c3ccccc3)N(C)C(=O)N(C)C2N(C)C(=O)N1C (stereo not given)	5%	1%	-2%	-7%	-2%[38.3 µM]	4%	-1%
Cc1cccc(C)c1NC1=NC(=S)N(c2ccccc2)C12CCOC(C)(C)C2 (stereo not given)	?	1%	2%	-25%	-5%[38.3 µM]	-6%	-3%
COc1ccc(NC(=O)C(=O)NNC(=O)c2cccs2)c(OC)c1	-5%	4%	-9%	-3%	-4%[38.3 µM]	3%	0%
Cc1cc(C)n2nc(C(=O)OCC(=O)Nc3ccc4c(c3)OC(F)(F)O4)nc2n1	-6%	8%	2%	29%	15%[38.3 µM]	-2%	-5%
Cc1ccccc1NC(=O)CSc1nnc(-c2ccoc2C)n1CCc1ccccc1	-4%	1%	-7%	-18%	-4%[38.3 µM]	2%	2%
O=C(N/N=C/c1ccco1)c1cc(-c2cccs2)[nH]n1	5%	-5%	-12%	1%	-3%	6%[1.9 µM]	0%
CCCCCCC(=O)NCC(=O)OCC(=O)c1ccccc1	19%	8%	4%	8%	-1%[38.3 µM]	4%[10 µM]	-3%
Cc1cc(NC(=O)CSc2nnc(C3COc4ccccc4O3)n2C)no1 (stereo not given)	-7%	4%	.	24%	-5%	-29%	-1%
O=C(Nc1nc(-c2cccc([N+](=O)[O-])c2)cs1)c1cccc([N+](=O)[O-])c1C(=O)O	7%[9.22 µM]	-2%	.	7%	6%	0%[10 µM]	2%

# 2 entries from above, as labelled records:
> Cc1cc(NC(=O)CSc2nnc(C3COc4ccccc4O3)n2C)no1 (stereo not given)
  HttQ103 aggreg: -7%
  CBFb-RUNX1 inh: 4%
  LMNA splice mod: .
  SMN2 splice up: 24%
  IMPase Li cell: -5%
  HTT ATP protect: -29%
  Luc counter: -1%
> O=C(Nc1nc(-c2cccc([N+](=O)[O-])c2)cs1)c1cccc([N+](=O)[O-])c1C(=O)O
  HttQ103 aggreg: 7%[9.22 µM]
  CBFb-RUNX1 inh: -2%
  LMNA splice mod: .
  SMN2 splice up: 7%
  IMPase Li cell: 6%
  HTT ATP protect: 0%[10 µM]
  Luc counter: 2%

# Following part.
structure	HttQ103 aggreg	CBFb-RUNX1 inh	LMNA splice mod	SMN2 splice up	IMPase Li cell	HTT ATP protect	Luc counter
CC(=O)c1cn(CC(=O)Nc2ccc(C)cc2)c2ccccc12	?	1%	?	-55%[inhibitor]	?	26%	0%
Cc1c(NC(=O)COC(=O)c2ccc(F)c(S(=O)(=O)N3CCOCC3)c2)c(=O)n(-c2ccccc2)n1C	6%	13%	-19%[46 µM]	1%	5%	-27%	0%
COc1ccc(C(=O)COC(=O)CCN2C(=O)C3C4CCC(C4)C3C2=O)cc1 (stereo not given)	-11%	-1%	.	-31%[inhibitor]	-1%	-5%	1%
COc1ccc(/C=N/NC(=O)CNC(=O)c2cccs2)cc1	-6%	-10%	-8%	11%	7%	12%[10 µM]	1%
Nc1ncnc(Nc2cccc(F)c2)n1	-13%[9.22 µM]	2%	.	.	.	1%[10 µM]	.
CCC(=O)Nc1ccc2c(c1)ncn2-c1ccccc1C	.	2%	3%[46 µM]	1%	7%	.	0%
CC1Cc2ccccc2N1C(=O)Cn1nnc(-c2ccccc2NC(=O)C2CCC2)n1 (stereo not given)	-27%	-2%	?	-34%[inhibitor]	10%	14%[10 µM]	1%
CN(NC(=O)c1cccc(Cl)c1)c1nc(-c2ccccc2)nnc1C(F)(F)F	1µM*	2%	2%	-17%	2%[38.3 µM]	.	0%
O=C1CC(c2cccc(Br)c2)C2=C(COC2=O)N1 (stereo not given)	-9%	15%	.	15%	5%	-22%	-2%
COc1ccc(Cc2nc(-c3ccc(Cl)cc3)no2)cc1	-3%	?	-9%	?	2%[38.3 µM]	-9%	0%
CC(C)/C(O)=C1/C(=O)OC(c2ccoc2)[C@@]2(C)C(O)C(O)[C@@]34OC5(C)OC67CC(C)(C(O)[C@@]6(O)C(O)[C@@]3(O5)C12)C(CC(=O)O)[C@@]74C (stereo not given in full)	.	10%	.	-9%	2%	-31%[inhibitor]	-1%
